Source: PubChem (National Center for Advancing Translational Sciences (NCATS))
ASM inhibitor: human S-ASM enzyme inhibition. 0.006% of 340,000 active. AID 504937. Potency, µM (doses to about 57.5 µM), for the others: at the top dose activity change, negative = inhibition, most hits filed as inhibitors. placental ASM, HMU-PC fluorogenic substrate, 60 min; further: potency means the concentration at half of the fitted maximal effect
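HMU-PC0 cleavage (9 uM final) by human placental ASM, 60 min at 37 °C following 10 min compound exposure at RT; stopped at pH 10, fluorescence Ex 386/Em 447 nm.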
GALK inh: inhibitors of human galactokinase; Purified GALK, Kinase-Glo residual ATP luminescence; P51570; Potency, µM (highest dose often 57.5 µM), for the others: at the highest dose activity change, negative = inhibition, actives largely listed as inhibitors; 0.007% of 270,000 active; further: potency means the concentration at half of the fitted maximal effect; on the % scale 0 is the no-effect control and ±100 the full control effect
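Luminescence from leftover ATP (Ultra-Glo luciferase/luciferin) served as read-out after a 1 h room-temperature reaction of 5 nM GALK with 35 uM ATP and 100 uM galactose.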
MBNL1 CUG block: inhibitors of human MBNL1 binding to CUG repeat RNA; Potency, µM (highest dose often 57.5 µM), without a hit: at the highest dose activity change, negative = inhibition, hits mostly inhibitors; 0.036% of 280,000 active; Q9NR56; TR-FRET MBNL1-His/biotin-(CUG)12 binding, 665/545 ratio; active means well fitted inhibition curve with a large enough effect in the signal ratio, with a control signal flat, not every such curve was filed as active; inconclusive means small, poorly fitted or top-dose-only effect, or effect the other way, or a change in a side signal; inactive means no such curve, though single readings can be large or run the other way; the % refers to the signal ratio; further: potency means the concentration at half of the fitted maximal effect; on the % scale 0 is the no-effect control and ±100 the full control effect
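Compound titration spanned 92 nM–58 uM against the MBNL1-His/biotin-(CUG)12 complex. After 60 min at room temperature with 5 nM streptavidin-XL665 and 0.055 ng/ul terbium anti-His, ratiometric 665/545 nm emission (Ex 340 nm) normalized to controls.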
KCNH2 WT inh: inhibitors of human wildtype KCNH2 potassium channel; AID 720551; Q12809; activity change, % at 1.84 µM; 0.37% of 340,000 active; U2OS, BacMam KCNH2, thallium flux FluxOr; hits give low values;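 active means maximum activity change below -70%; inconclusive means maximum activity change between -70% and -50%; inactive means maximum activity change above -50%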; further: on the % scale 0 is the no-effect control and ±100 the full control effect
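U2OS cells were transduced with wild-type KCNH2 virus (2.03 x 10^8 / mL) for 4 h at room temperature, then cultured overnight at 37 C. Thallium flux was read with FluxOr dye. Rate constants were normalized to DMSO controls.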
KCNH2 3.1 block: blocks the human KCNH2 3.1 channel isoform | U2OS KCNH2 3.1, thallium flux FluxOr; hits give low values | activity change, % (tested at about 1.8 µM) | 0.95% of 340,000 active | AID 720553;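 active means maximum activity change below -70%; inconclusive means maximum activity change from -70% to -50%; inactive means maximum activity change above -50%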;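 further: thallium influx rate constant from kinetic fluorescence after stimulation buffer; on the % scale 0 is the no-effect control and ±100 the full control effect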
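Thallium flux via FluxOr fluorescence (Red40 quencher, 45 min loading) in U2OS cells virally expressing the KCNH2 3.1 isoform (1.77 x 10^8 /mL virus, overnight at 37 C). Rate constants from 2-min kinetic reads post-stimulation, normalised to positive and negative controls.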
Integrin act MD: activators of alpha7 integrin expression for muscular dystrophy; alpha7betagal myoblasts, beta-gal FDG fluorescence, 48 h; 0.064% of 350,000 active; Potency, µM (highest dose often 38.3 µM), for inactives: at the top dose activation, most hits filed as activators;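 further: potency means the concentration at half of the fitted maximal effect; 100% = response of the positive control SU9516; nearly all actives have a fitted effect of over 60% in size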
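alpha7betagal+/- myoblasts (passage 13, 250/well) treated 48 h at 37C with compounds at 1:260 dilution of DMSO stock. Lysed, then beta-galactosidase activity read as FDG fluorescence (ex 480/em 540) after 30 min, with pre-read for autofluorescence.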
TRPV1 ag: agonists of human vanilloid receptor 1 (TRPV1); Q8NER1; TRPV1-expressing cells, Fluo-8 calcium influx, agonist mode; activation, % at 8.33 µM; 0.19% of 320,000 active; in the data active means activation above about 80%; inconclusive means between about 30% and that limit; further: 0% is about no effect
Target sequence (Q8NER1 whole entry, looked up): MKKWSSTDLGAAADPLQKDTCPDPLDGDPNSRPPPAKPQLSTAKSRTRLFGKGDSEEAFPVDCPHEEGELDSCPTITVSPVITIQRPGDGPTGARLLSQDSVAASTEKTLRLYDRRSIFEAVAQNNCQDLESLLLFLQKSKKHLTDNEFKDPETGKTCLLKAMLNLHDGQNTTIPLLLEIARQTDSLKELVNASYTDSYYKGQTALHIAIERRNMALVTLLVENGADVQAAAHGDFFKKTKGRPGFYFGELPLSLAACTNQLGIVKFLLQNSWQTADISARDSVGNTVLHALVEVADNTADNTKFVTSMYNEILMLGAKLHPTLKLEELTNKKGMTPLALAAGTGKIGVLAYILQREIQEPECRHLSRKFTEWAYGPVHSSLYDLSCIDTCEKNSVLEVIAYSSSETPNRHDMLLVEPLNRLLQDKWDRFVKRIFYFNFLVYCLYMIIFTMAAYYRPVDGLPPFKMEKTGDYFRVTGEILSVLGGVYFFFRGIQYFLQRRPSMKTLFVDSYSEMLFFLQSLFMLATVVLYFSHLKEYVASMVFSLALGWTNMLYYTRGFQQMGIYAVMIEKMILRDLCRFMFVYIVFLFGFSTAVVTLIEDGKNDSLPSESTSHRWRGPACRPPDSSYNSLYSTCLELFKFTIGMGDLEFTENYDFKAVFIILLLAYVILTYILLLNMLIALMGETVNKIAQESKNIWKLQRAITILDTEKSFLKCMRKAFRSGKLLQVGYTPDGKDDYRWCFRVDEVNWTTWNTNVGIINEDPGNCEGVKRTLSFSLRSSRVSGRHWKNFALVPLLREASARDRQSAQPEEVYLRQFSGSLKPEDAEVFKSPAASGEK
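Fluo-8 calcium influx in TRPV1-expressing cells, kinetic read (ex 480/em 520 nm). Compound added and read 3 min for agonist activity, followed by capsaicin at EC20 final and 2 min further read for enhancement.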
AT treatment: potential ataxia-telangiectasia treatment | AID 485349 | […] A-T fibroblasts, KAP-1 phosphorylation AlphaLISA; neocarzinostatin DNA damage 30 min before lysis | Potency, µM (titrated, usually from 57.5 µM), inactives show top-dose activation, actives largely listed as activators | 0.19% of 320,000 active; further: potency means the concentration at half of the fitted maximal effect; % of control where 0% means no effect; nearly all actives have a fitted effect of over 45% in size
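ATM-like activity read as KAP-1 phosphorylation via AlphaLISA donor/acceptor antibody pairs after lysis and 6 hr at 25C. Cells were ATM-null patient fibroblasts ([…], hTERT), dosed 60 min, then exposed to the DSB inducer NCS for 30 min.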
CXXC DNA block: blocks binding of human MLL CXXC domain to DNA. AID 2662. MLL-CXXC / FITC-HOXA9 DNA fluorescence polarization. 0.037% of 290,000 active. Potency, µM (titrated, usually from 115 µM), for inactives: top-dose activity change, negative = inhibition, actives largely listed as inhibitors; active means well fitted inhibition curve with a large enough effect in the polarisation, with a control signal flat, not every such curve was filed as active; inconclusive means small, poorly fitted or top-dose-only effect, or effect the other way, or a change in a side signal; inactive means no such curve, though single readings can be large or run the other way; the % refers to the polarisation; further: potency means the concentration at half of the fitted maximal effect
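Purified MLL-CXXC (added from a 7 uM solution) was preincubated 5 min at ambient with pinned compounds in 50 mM Tris-HCl pH 7.5, 50 mM NaCl, 1 mM DTT, 0.05% BSA. Fluorescein-labeled HOX-A9 DNA (50 nM solution) followed, 30 min, then polarization read.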
Coupling enz: inhibits coupling enzyme system, counter-screen for aldolase hits | coupling enzyme system counterscreen, AmpLite Red fluorescence | activity change, negative = inhibition, % at 58.2 µM, hits read low | 0.67% of 290,000 active; in the data active means activity change below about -30%; further: on the % scale 0 is the no-effect control and ±100 the full control effect
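Fluorescence at 525 nm excitation and 598 nm emission measured inhibition of the coupled detection system without aldolase. Compounds (at 57.5 uM final) were preincubated 10 min at room temperature with coupling enzyme reagent before a 20 min substrate/AmpLite Red step.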
Starred values were filed as active, the others as inactive; i = inactive; ? = inconclusive; nt = not tested or not shown; [ ] = dose if it differs, or a comment. Unless noted, the call rests on the fitted dose curve; in most records, active means well fitted curve in the direction sought with a large enough effect; inconclusive means small, poorly fitted or top-dose-only effect, or another doubt; inactive means no such curve, though single readings can be large; an effect the other way counts as inactive or inconclusive.

SMILES	ASM inhibitor	GALK inh	MBNL1 CUG block	KCNH2 WT inh	KCNH2 3.1 block	Integrin act MD	TRPV1 ag	AT treatment	CXXC DNA block	Coupling enz
O=C(Nc1c[nH]c(=O)[nH]c1=O)OCc1ccccc1	6.4%	nt	nt	-2.4	19.9	-20.9%	nt	nt	nt	nt
O=C(c1cccc(S(=O)(=O)N2CCOCC2)c1)N1CCCCCC1	2.8%	-2.2%	-1.6%	-9.0	21.5	-13.6%[7.66 µM]	-0.2	0.7%	2.3%	2.8
COCCn1c(-c2ccc(Cl)cc2)cnc1SCC(=O)NCCc1ccc(OC)c(OC)c1	0.2%	-0.2%	-16.5%	1.2	17.2	-23.3%	4.5	2.4%	-3.5%	5.1
CC(=O)c1cccc(NC(=O)N2CCCC2C(=O)Nc2ccc3c(c2)OCCO3)c1 (stereo not given)	1.4%	0.1%	2.4%	-28.9	nt	5.3%	-4.0	-5.3%	0.8%	-2.3
CCn1ccnc1CNC(=O)CC1C(=O)NCCN1CC(c1ccccc1)c1ccccc1 (stereo not given)	3.3%	2.4%	9.4%	4.4	4.4	?	-0.9	-10.1%	1.0%	-4.1
CCOc1cc(/C=C2/NC(=O)N(Cc3ccccc3F)C2=O)ccc1O	-1.4%	-2.0%	20.5%	-0.6	9.5	4.5%	16.4	4.3%	-4.1%	1.2
CCOc1ccc(C(=O)OCC(=O)Nc2nc(OC)cc(OC)n2)cc1OCC	0.2%	-2.6%	-10.8%	-17.2	3.1	-5.9%	-1.0	-3.0%	11.3%	-0.1
Nc1cccc(-c2nnc3n2CCCCC3)c1	1.4%	13.3%	-6.6%	-4.3	1.6	5.9%	4.0	-2.7%	-5.4%	-1.2
COc1ccccc1CN1CC(C(=O)NCCN(C)CCc2ccccc2)CCC1=O (stereo not given)	-5.1%	-3.2%	-4.8%	-4.3	-3.8	-22.6%	-5.0	12.8%	21.1%	nt
O=C(CCCn1c(=S)[nH]c2cc3c(cc2c1=O)OCO3)N1CCN(c2ccc(F)cc2)CC1	-13.3%	1.8%	0.4%	1.9	-3.7	-14.1%	1.0	-8.6%	-3.2%	0.9
Cc1onc(-c2c(Cl)cccc2Cl)c1C(=O)c1c[nH]c(C(=O)NCCCN2CCOCC2)c1	0.0%	-3.0%	?	-7.9	-3.0	-8.6%	-0.2	3.9%	1.3%	2.6
Cc1cc(C)cc(C(=O)N2CC(C)OC(C)C2)c1 (stereo not given)	-0.1%	-0.6%	1.8%	0.2	-5.1	12.8%	-7.9	nt	-12.7%	4.1
CC(C)CN(C(=O)C1=NN(c2ccccc2)C(=O)CC1)c1c(N)n(Cc2ccccc2)c(=O)[nH]c1=O	20.9%	nt	nt	11.4	-10.5	?	0.6	5.0%	nt	nt
O=C(Nc1ccccc1)c1ccc(S(=O)(=O)N2CCCC2)cc1	-0.9%	-1.8%	-2.5%	-3.2	1.6	7.2%[7.66 µM]	27.1	2.9%	-4.4%	-0.4
CC(=O)C1=C(c2ccccc2)NC(=O)NC1c1ccc(O)c(O)c1 (stereo not given)	-0.8%	7.5%	3.4%	-3.9	0.4	-15.9%	-3.9	0.5%	?	-8.0
N#CC1=C(N)Oc2cc(N)ccc2C1c1cccc(Br)c1 (stereo not given)	10.9%	-7.0%	-5.6%	-4.8	-7.3	-21.6%	1.7	3.4%	-6.0%	2.4
Cn1c(Cn2c(=O)sc3ccccc32)nnc1SCC(=O)Nc1ccccc1F	1.5%	0.0%	-16.6%	-3.6	-6.7	-20.6%	4.4	-2.9%	-4.8%	-1.0
Cc1ccc(Cn2c(O)c(N=O)c3ccccc32)cc1	-0.7%	4.1%	?	i	-3.3	-26.1%	-1.4	-2.5%	2.2%	3.4
CCOC(=O)C1=C(COC(=O)C2(C)CC2(Cl)Cl)NC(=O)NC1c1ccc(OC)cc1 (stereo not given)	-5.5%	-2.1%	-0.1%	-1.8	-1.1	12.5%	19.0	-0.9%	2.4%	-0.5
COc1ccc(NC(=O)c2oc3ccccc3c2NC(=O)c2ccco2)c(OC)c1	42.5%	-0.5%	16.3%	-6.2	15.7	-5.7%	-1.5	10.6%	10.7%	0.0
CC1=C(C(=O)OCC2CCCO2)C(c2ccc(C)o2)C2=C(CC(c3ccc(F)cc3)CC2=O)N1 (stereo not given)	72.5%[activator]	-7.9%	-2.3%	8.7	-4.2	-25.6%	0.3	5.3%	-4.3%	0.4
CCOC(=O)C(NC(=O)C1CCCN1C(=O)OCc1ccccc1)C(=O)OCC (stereo not given)	-1.1%	1.4%	-9.6%	-6.0	28.4	-1.2%	2.1	2.5%	2.2%	0.6
Cc1[nH]c(=O)c(C(=O)c2cc(Cl)ccc2O)cc1C(=O)O	1.3%	3.1%	0.4%	-4.5	-0.1	-3.1%	-8.0	-0.7%	-2.0%	3.9
NC(=O)C1(N2CCCCC2)CCN(S(=O)(=O)c2cc(Cl)sc2Cl)CC1	2.3%	4.3%	nt	-0.7	-5.1	-34.8%	1.6	-1.0%	-6.2%	0.5
CC(C)(C)OC(=O)N/N=C\c1ccc([N+](=O)[O-])s1	-0.3%	0.0%	?	-20.2	-11.0	-36.8%[inhibitor]	10.7	-8.2%	6.4%	-0.1
N#CCc1ccc(C(=O)c2ccccc2)s1	-0.1%	1.2%	21.3%	5.3	8.1	-14.6%	-1.6	-2.0%	4.5%	-0.3
Cc1cccc(S(=O)(=O)NCCC(=O)OCC(=O)Nc2ccc(C#N)cc2)c1	-6.6%	1.4%	nt	10.2	-8.6	8.1%	1.5	-0.4%	21.6%	-0.4
Cc1cnc(C(=O)NCCc2ccc(C(F)(F)F)cc2)cn1	-2.9%[11.5 µM]	-0.7%	-1.1%	4.0	11.1	-9.6%	?	3.3%	-1.7%	0.1
O=C(COC(=O)C1CC1)NC(=O)c1ccccc1	2.6%	nt	nt	-12.0	-11.7	-14.5%	8.4	-3.9%	nt	nt
COC(=O)c1sc(S(=O)(=O)NC(Cc2ccccc2)C(=O)O)c(C(=O)OC)c1C (stereo not given)	4.0%	nt	nt	-6.6	18.7	-28.8%	3.9	-6.4%	nt	nt
COc1cc(/C=N/N=C2\CC3CCC2(C)C3(C)C)ccc1O (stereo not given)	7.7%	9.5%	-0.9%	5.7	-13.9	-1.0%	-1.5	nt	12.9%	-3.3
Cc1cc(NC(=O)CC2CCCC2)n(-c2nc3ccccc3[nH]2)n1	-23.6%	2.1%	-4.6%	-8.0	11.9	-46.0%[inhibitor]	?	12.9%	-5.8%	-2.1
Cc1ccccc1C(=O)Nc1ccc(C(=O)O)cc1NC(=O)c1ccccc1C	2.1%	11.7%	2.1%	6.3	-1.3	0.6%	-2.3	-1.5%	12.3%	2.4
Cc1ccc(S(=O)(=O)NCCC(=O)N2CCCCCCC2)cc1C	-4.6%	nt	nt	0.9	-0.9	-0.2%	13.9	1.5%	nt	nt
O=C(Cn1nc(-c2ccccc2)ccc1=O)Nc1ccc(N2CCN(C(=O)c3ccccc3)CC2)cc1	-6.8%	-2.2%	?	-6.5	14.5	0.1%	4.8	-3.4%	2.5%	4.4
O=C(C1=C[C@H](C2CC2)C[C@H](OCc2ccc(CO)cc2)O1)N1CCN(Cc2ccccc2)CC1	-6.3%	-0.1%	-4.0%	nt	nt	12.1%	6.7	-3.9%	-20.2%	1.4
CC1CCCCCCC1OC(=O)c1ccccc1C(=O)O (stereo not given)	5.1%	nt	nt	-8.3	3.8	18.1%	nt	nt	nt	nt
